Source: PubChem (The Scripps Research Institute Molecular Screening Center)
MITF primary: blocks human microphthalmia-associated transcription factor; inhibition, % at 2.6 µM; AID 1259374; hit rate 0.91% among 650,000; O75030; AlphaScreen MITF homodimerization, bead proximity signal; in the data active = inhibition above about 50%;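 also: 0% = vehicle wells with protein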
Target sequence (O75030 whole entry, looked up): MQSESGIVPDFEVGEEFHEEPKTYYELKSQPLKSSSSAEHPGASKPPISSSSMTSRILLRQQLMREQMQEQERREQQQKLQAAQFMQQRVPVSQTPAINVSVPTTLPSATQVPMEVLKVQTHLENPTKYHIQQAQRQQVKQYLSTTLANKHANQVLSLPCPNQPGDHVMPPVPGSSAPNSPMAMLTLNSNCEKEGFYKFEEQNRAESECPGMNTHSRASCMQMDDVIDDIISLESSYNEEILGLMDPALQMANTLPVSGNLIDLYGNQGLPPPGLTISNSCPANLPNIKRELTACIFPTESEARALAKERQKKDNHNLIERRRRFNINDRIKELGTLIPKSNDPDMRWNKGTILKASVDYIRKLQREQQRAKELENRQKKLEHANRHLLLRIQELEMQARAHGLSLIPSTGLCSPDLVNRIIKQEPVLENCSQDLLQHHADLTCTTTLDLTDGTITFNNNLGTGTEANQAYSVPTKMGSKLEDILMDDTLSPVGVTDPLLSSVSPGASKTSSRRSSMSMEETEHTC
GPR151 ag: activates the human receptor GPR151. hit rate 1% among 650,000. Q8TDV0. PathHunter beta-arrestin GPR151 cells, luminescence. activation, % at 11.2 µM. AID 1508602; in the data active = activation above about 4.9%;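 also: 0% = median of compound wells and 100% = cells with positive control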
Target sequence (Q8TDV0 whole entry, looked up): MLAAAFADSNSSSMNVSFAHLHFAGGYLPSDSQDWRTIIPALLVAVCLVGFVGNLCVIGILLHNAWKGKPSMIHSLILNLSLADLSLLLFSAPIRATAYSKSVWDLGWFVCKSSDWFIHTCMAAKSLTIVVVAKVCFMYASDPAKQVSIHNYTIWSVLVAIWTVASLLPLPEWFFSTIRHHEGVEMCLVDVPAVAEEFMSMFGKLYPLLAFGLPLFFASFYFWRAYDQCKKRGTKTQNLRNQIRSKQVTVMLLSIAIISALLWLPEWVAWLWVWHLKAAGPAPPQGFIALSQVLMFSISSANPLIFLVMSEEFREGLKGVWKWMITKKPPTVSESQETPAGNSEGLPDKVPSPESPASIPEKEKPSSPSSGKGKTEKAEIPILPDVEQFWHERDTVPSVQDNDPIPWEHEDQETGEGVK
FBW7 act: activators of human E3 ligase FBW7. hit rate 0.13% among 650,000. Q969H0. normalized activity (activation), % at 26.1 µM. AlphaScreen FBW7–phospho-cyclin E peptide binding, activator screen. AID 1259310; in the data active = normalized activity above about 1.9%;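 also: purified mutant Fbw7 with reduced substrate affinity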
TEAD-YAP inh: TEAD-YAP interaction inhibition; HEK-TIYL cells, TEAD-Gal4/YAP UAS-luciferase luminescence; inhibition, % at 9.12 µM; hit rate 1.4% among 640,000; AID 1259422; in the data active = inhibition above about 32%;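 also: 0% = median of test compound wells and 100% = reference inhibitor wells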
An asterisk follows results filed as active; x = no result given; & = joins results of further samples.

Every second line gives: MITF primary	GPR151 ag	FBW7 act	TEAD-YAP inh
O=C(/C=C/c1cccc([N+](=O)[O-])c1)c1cccnc1
→ -11	-1.6	0.0	-3
CC1=C(C(=O)OCC2CCCO2)C(c2cccc([N+](=O)[O-])c2)C2=C(CC(C)(C)CC2=O)N1 (centres undefined)
→ -13	-0.4	0.3	7
CC1=C(C(=O)Nc2ccccc2C)C(c2ccc(F)cc2)NC(=O)N1 (centres undefined)
→ 5	-0.2	0.3	-12
O=C(Nc1nnc(S(=O)(=O)N2CCCCC2)s1)c1ccc(Cl)cc1
→ -5	5.6*	0.0	5
CC(O)CCC(=O)N/N=C/c1ccc(Cl)cc1Cl (centres undefined)
→ 6	0.2	-0.1	-5
CCOC(=O)c1cnc2ccc(C(=O)OC)cc2c1NCCO
→ -12	1.3	0.1	5
Cc1nc2c(C(=O)NCCC3=CCCCC3)cnn2c(C)c1Cc1ccc(F)cc1
→ -7	0.5	-0.2	1
COc1ccc(Nc2ccc(NC(=S)NCCCN3CCOCC3)cc2)cc1
→ 21	-0.6	-0.2	4
CCOc1ccc(N2C(=O)CC(NCc3ccc(Cl)cc3Cl)C2=O)cc1 (centres undefined)
→ 11	-0.1	0.1	6
CCOc1ccc(N(C)S(=O)(=O)c2ccsc2C(=O)n2nc(C)cc2C)cc1
→ -5	0.7	-0.3	1
Cn1c(=O)c(-[n+]2ccccc2)c(O)c2ccccc21
→ -10	-1.7	-0.1	-12
O=C1c2ccc(Br)cc2C(=O)N1c1cc(C(F)(F)F)cc(N2C(=O)c3ccc(Br)cc3C2=O)c1Cl
→ 8	-0.8	0.0	3
CC1CCCCN1CCNC(=O)C1CC2CCCN2C12C(=O)Nc1ccccc12 (centres undefined)
→ -2	-0.3	0.1	-7
COc1ccc(C2C(C(=O)N3CCN(c4ccccn4)CC3)CCC(=O)N2c2ccc(OC)cc2)cc1 (centres undefined)
→ 4	0.4	0.5	6
CN1CCN(CC(=O)N2CCC3(CC2)NC(=O)c2ccccc2O3)CC1
→ -4	2.5	-0.1	-4
O=c1[nH]c(=S)[nH]c(O)c1C=Nc1ccccc1Br
→ -8	1.4	-0.1	-3
CCOC(=O)c1ccc(NC(=O)CSc2ccsc2[N+](=O)[O-])cc1
→ 34	-0.3	0.0	8
CCN(CC)CCn1c(NC(=O)CN2C(=O)C3C4C=CC(C4)C3C2=O)nc2ccccc21 (centres undefined)
→ -4	2.5	-0.2	-5
O=C(Cc1cccc2ccccc12)N/N=C/c1cccc(O)c1
→ 2	0.0	-0.1	8
CCOc1ccc(C(c2nnnn2C(C)(C)C)N2CCN(Cc3ccccc3)CC2)cc1 (centres undefined)
→ 6	-0.8	-0.1	-7
COc1ccc2c(c1)C(C)=CC(C)(C)N2C(=O)CNC1CCCCC1
→ 4	-1.2	1.1	-1
CCCOc1ccc(C(=O)NCC2(c3ccccc3)CCOCC2)cc1
→ 10	0.4	0.0	8
Cn1c(Br)nc2c1c(=O)n(Cc1ccccc1F)c(=O)n2C
→ -7	-0.2	0.4	4
O=S(=O)(Nc1ccc2c(c1)OC1(CCCCC1)O2)c1ccc2ccccc2c1
→ 8	-1.5	0.3	7
CC1Cc2ccccc2N1C(=O)CN1C(=O)NC(C)(c2ccccc2)C1=O (centres undefined)
→ 14	-1.2	0.5	-1
CC(C)(C)c1ccc(OCCCC(=O)O)cc1
→ 14	-1.3	0.2	-18
c1ccc(-n2ncc3c2ncn2nc(-c4ccncc4)nc32)cc1
→ -1	-0.6	0.3	-10
COC(=O)COc1ccc(NC(=O)c2ccc(Cl)cc2Cl)cc1
→ 7	0.2	0.1	29
O=C(Nc1ccc(Cl)cc1)N(Cc1cccnc1)Cc1cccc(C(F)(F)F)c1
→ -7	0.4	0.0	-13
Cc1sc2nc(CSc3nnc(-c4cccnc4)n3N)[nH]c(=O)c2c1C
→ 13	0.6	0.1	2
O=S(=O)(c1cccc(F)c1)N1CCC(n2nnc3cc(F)ccc32)CC1
→ 13	0.5	0.1	-5
O=C(CN1C(=O)COc2ccc(Cl)cc21)Nc1cc(C(F)(F)F)ccc1Cl
→ 13	-1.7	1.1	9
COc1ccc(NC(=O)C2=C(C)NC(=S)NC2c2ccccc2F)cc1 (centres undefined)
→ 2	0.6	0.0	-1
CC(=O)N1CCC(N(CCN2CCOCC2)C(=S)Nc2cccc(Cl)c2)CC1
→ -2	1.3	0.1	-13
Cc1ccc(C2Sc3ccccc3NC3=C2CCc2ccccc23)cc1 (centres undefined)
→ 7	1.0	0.1	4
COCCNC(=O)Cc1c(C(=O)O)n(C)c2ccccc12
→ 8	-0.3	0.2	10
O=C(NCc1ccc2c(c1)OCO2)c1ccc(Br)s1
→ 2	6.2*	0.1	-2
COc1ccc(-c2cc(C(=O)NCc3cccnc3)no2)cc1OC
→ 25	-0.6	0.0	-32
COc1cc(OC)c(C2C3=C(CC(C)(C)CC3=O)Nc3nc(SC)nn32)cc1OC (centres undefined)
→ 13	-0.6	-0.1	4
COc1cccc(-c2cn[nH]c2C2CCCN(C(=O)CCn3c(C)nc4ccccc43)C2)c1 (centres undefined)
→ 5	-1.0	-0.1	-14
CCOc1ccc(C(=O)CN2CCN(c3ccc(Cl)cc3)CC2)cc1
→ 4	0.2	-0.1	17
CN(C)CCOc1cc(-c2cn[nH]c2)ccc1NC(=O)[C@@H]1Cc2cc(F)ccc2CN1
→ 31	-1.6	-0.1	6
COCCn1c(SCC(=O)N(C)Cc2ccccc2)nc2cc(C(=O)OC)ccc2c1=O
→ -13	-0.9	-0.1	4
CCN1C(=O)c2cccc3c(NC(=O)CCCSc4ccc(OC)cc4)ccc1c23
→ -1	0.1	0.0	3
CC(C)C1=NN2C(=N)/C(=C/c3cn(Cc4ccc(F)cc4)c4ccccc34)C(=O)N=C2S1
→ 20	-0.6	0.4	-3
CC(C)C(=O)Nc1ccc([N+](=O)[O-])c(C(F)(F)F)c1
→ 10&23&-19&-6&-3	-0.3&0.0&-0.7&2.3&3.6	0.0&0.4&0.0&0.1&0.1	-8&-2&7
CC(C)N(CCNC(=O)c1ccc2nc(Nc3ccc4ncccc4c3)sc2c1)C(C)C
→ 15	-0.7	0.1	-9
CCOC(=O)C1=C(C)NC(C)=C(C(=O)OCC)C1c1cn(-c2ccccc2)nc1-c1ccc(OC)c(Cl)c1
→ 7	0.2	0.1	-3
CC(=O)Nc1cnc(NC(=O)c2ccccc2)cc1C
→ 3	-1.2	0.2	-37
CCOc1ccc(C(=O)Nc2cc(-c3nc4cc(C)ccc4o3)ccc2C)cc1
→ 0	0.9	0.0	6
COc1ccccc1C=C1C(=O)c2ccccc2C1=O
→ -17	1.7	0.0	-1
O=C(Nc1cccc(Cl)c1)c1cc(S(=O)(=O)N2CCN(c3ccccc3)CC2)ccc1F
→ 5	0.3	0.1	2
Clc1ccc2c(c1)C1CC(c3cccnc3)=NN1C1(CCCCC1)O2 (centres undefined)
→ 19	-2.5	0.3	-12
CN1CCN(c2ccc(-c3cncc(C(=O)NCCc4ccc(O)cc4)c3)cc2)CC1
→ 29	2.2	-0.1	-9
COc1ccc(CCNC(=O)Cn2cnc(-c3ccc(OC)cc3)cc2=O)cc1
→ -17	-0.2	-0.2	3
CCSc1nnc2c(n1)OC(c1ccsc1)N(C(=O)CC)c1ccccc1-2 (centres undefined)
→ -6	-0.7	-0.1	10
O=C1N[C@H](Cc2ccccc2)C(=O)N2CCN(C(=O)c3cc(F)ccc3F)C[C@H]12
→ 3	-0.1	0.0	-8
CC(C)(C)NS(=O)(=O)c1ccc2nc(NC(=O)c3cccnc3)sc2c1
→ -5	6.2*	-0.1	-5
CC(C)n1c(N2CCCC2CO)nc2c(Nc3ccc4c(c3)OCO4)ncnc21 (centres undefined)
→ 13	-0.3	0.0	1
CCOC(=O)c1c(C)[nH]c(C)c1C(=O)COC(=O)c1ccccn1
→ -1	0.5	0.0	0

Full records as entered above. Order of screens: MITF primary | GPR151 ag | FBW7 act | TEAD-YAP inh
Listed for COc1ccc(CCNC(=O)Cn2cnc(-c3ccc(OC)cc3)cc2=O)cc1 : -17 | -0.2 | -0.2 | 3
Listed for CCOc1ccc(C(=O)Nc2cc(-c3nc4cc(C)ccc4o3)ccc2C)cc1 : 0 | 0.9 | 0.0 | 6

Given as tab-separated lines: 3 of the compounds above
Compound	MITF primary	GPR151 ag	FBW7 act	TEAD-YAP inh
CN(C)CCOc1cc(-c2cn[nH]c2)ccc1NC(=O)[C@@H]1Cc2cc(F)ccc2CN1	31	-1.6	-0.1	6
CCN1C(=O)c2cccc3c(NC(=O)CCCSc4ccc(OC)cc4)ccc1c23	-1	0.1	0.0	3
CC(C)C1=NN2C(=N)/C(=C/c3cn(Cc4ccc(F)cc4)c4ccccc34)C(=O)N=C2S1	20	-0.6	0.4	-3

Continued:
Every second line gives: MITF primary	GPR151 ag	FBW7 act	TEAD-YAP inh
CN(c1ccc(C(=O)Nc2ccc(C(=O)O)cc2)cc1)S(=O)(=O)c1ccccc1
→ 1	-0.5	0.1	-1
CC(OC(=O)C1=COCCO1)C(=O)Nc1ccc([N+](=O)[O-])cc1C(F)(F)F (centres undefined)
→ -2	0.1	-0.1	3
COc1cccc(/C=C2N=C(/C=C/c3ccc(Cl)cc3Cl)OC\2=O)c1
→ -1	1.3	0.1	-14
Cc1cccc(-c2nc3ccccc3c(=O)n2CC(=O)Nc2ccc(F)c(Cl)c2)c1
→ 15	1.6	0.1	-4
O=C(/C=C/c1ccccc1)N/C(=C/c1ccccc1)C(=O)Nc1cccc(C(=O)O)c1
→ 18	4.1	0.9	0
CCCN(C/C=C/I)C1CCc2cccc(O)c2C1 (centres undefined)
→ 30	2.5	-0.1	x
O=C(CCc1ccc(O)cc1)c1c(O)cc(O)cc1O
→ 9&1&13	2.0&0.0&-1.3	0.0&-0.1&-0.1	-8&-5&-5
COC(c1ccccc1)c1nnc(CCC(=O)NC2CCCCCC2)o1 (centres undefined)
→ 1	0.2	-0.2	-17
CC(C)(C)c1[nH]nc2c1C(c1cccc(OC(=O)c3ccco3)c1)C(C#N)=C(N)O2 (centres undefined)
→ 3	-0.6	-0.1	5
COc1cc(C2N(Cc3ccccc3)CCCN2Cc2ccccc2)c([N+](=O)[O-])cc1OC
→ 6	2.8	-0.1	2
COC(=O)c1ccc(NC(=O)Nc2c(C)n(-c3ccccc3)c(=O)n2C)cc1
→ 0	-1.2	0.0	-2
COc1ccc(F)cc1S(=O)(=O)NCC(c1cccs1)N1CCc2ccccc2C1 (centres undefined)
→ 14	1.8	0.0	-3
CCOc1cc(C(=S)N2CCCCC2)ccc1O
→ 3	1.7	0.0	0
CC1CN(CCC(=O)NCc2ccco2)Cc2ccccc2O1 (centres undefined)
→ -1	2.5	-0.1	-21
CC(C)(C)C(=O)N1CCCN(c2ccc(S(C)(=O)=O)cc2F)CC1
→ 9	-0.2	-0.1	4
CCc1ccccc1N(C(=O)c1cccc(Cl)c1)C1C=CS(=O)(=O)C1 (centres undefined)
→ -9	-0.9	0.0	-4
N#Cc1c(-c2ccc(Br)cc2)cc(C2CC2)nc1SCC(=O)c1ccccc1
→ 66*	-0.4	-0.2	-4
O=C(NC1CCCC1)c1cncc(Br)c1
→ -1	-0.3	-0.2	-9
COc1ccc(OC)c(/C=c2\sc3nc(-c4ccccc4OC)nn3c2=O)c1
→ -4	-1.6	0.0	-9
CC(C)NC(=O)CCn1c(=O)sc2ccccc21
→ 14	-1.6	0.4	4
CCCCNC(=O)c1ccc(N2CCC3(CC2)OCCO3)c([N+](=O)[O-])c1
→ 8	-1.2	0.2	11
CCc1cccc(C)c1NC(=O)c1cc(S(=O)(=O)N2CCOCC2)ccc1F
→ 14	0.9	0.6	11
Cc1cc(C)c(S(=O)(=O)NCCC(=O)O)cc1N(C)S(=O)(=O)c1ccc(F)cc1
→ 2	0.9	-0.1	0
Cn1c(=O)c2c(nc(SCc3ccc(F)cc3)n2Cc2cccc(Cl)c2)n(C)c1=O
→ 8	-0.8	0.0	-3
O=C(CSc1nc2ccccc2c(=O)n1Cc1ccco1)c1ccc(Br)cc1
→ -13	2.1	0.0	4
COC(CNC(=O)Cn1nnnc1CN1CCC(C)CC1)c1cccs1 (centres undefined)
→ 1	1.1	-0.1	0
Cn1cccc1C(CNS(=O)(=O)c1ccc(Cl)cc1)N1CCCCCC1 (centres undefined)
→ 7	-1.1	-0.3	2
CC1=C(C(=O)OC2CCCC2)C(c2coc3ccc(C)cc3c2=O)C2=C(CC(c3cccs3)CC2=O)N1 (centres undefined)
→ 17	0.4	0.1	4
O=C(Nc1ccc(Cl)cc1Cl)c1cc(S(=O)(=O)NC2CCCCC2)ccc1F
→ 4	-4.6	0.0	0
CC(C)(C)NC[C@H](O)COc1nsnc1N1CCOCC1
→ -6&23	-0.2&-1.5	-0.1&0.1	x
COc1ccc(C(=O)O)cc1N1C(=O)C2C3C=CC(C3)C2C1=O (centres undefined)
→ 2	1.1	-0.1	-1
CCOc1ccc(NS(=O)(=O)c2ccc(NC(=O)[C@@H]3CCCC[C@@H]3C(=O)O)cc2)cc1
→ 8	-0.1	0.2	3
O=C(c1ccc(F)cc1)N1CCN(S(=O)(=O)c2ccccc2[N+](=O)[O-])CC1
→ 8	-0.8	0.1	3
NC(=O)COC(=O)c1cc(-c2ccccc2Cl)nc2ccccc12
→ 13	-0.6	0.5	17
COc1ccc(OC)c(C2NC(=S)NC(C)=C2C(=O)Nc2cccc(Cl)c2C)c1 (centres undefined)
→ 11	0.0	0.0	-1
O=C1c2cccc3c([N+](=O)[O-])ccc(c23)C(=O)N1/N=C/c1ccc(Cl)c([N+](=O)[O-])c1
→ 9	2.7	0.2	2
